Source: PubChem BioAssay (several laboratories)
dFosB act = activators of mouse delta FosB homodimer; P13346; purified delta FosB, TAMRA-CDK5 oligo fluorescence polarization; percent of positive-control signal above neutral wells; activation, % at 25 µM; actives 0.99% (n = 340,000);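 active = mean activation above about 17%, with every replicate also reaching it, limit read from the data, passing the limit was not always enough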;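 also: fluorescence polarization rise as delta FosB binds a TAMRA Cdk5 AP-1 oligo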
Tat transport = blocks Tat-dependent protein export in E. coli; E. coli MC4100 TorA-mCherry Tat export, fluorescence; inhibition, % at 10 µM; actives 0.036% (n = 340,000); AID 488895;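 active = mean replicate inhibition at least 50% and at least half of replicates individually reaching 50%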;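 also: exported cargo escapes ClpAP degradation while cytoplasmic cargo is degraded and loses fluorescence; 0% = median of neutral control wells and 100% = median of NaSCN control wells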
CAL PDZ FP-1 = CAL PDZ (human) peptide binding inhibition; Q9HD26; AID 602252; inhibition, % at 24.9 µM; actives 0.92% (n = 300,000); purified CAL PDZ, TMR-peptide fluorescence polarization, 1 h;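 active = mean inhibition of at least 30% with at least half of replicates also reaching 30%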;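 also: 0% = DMSO neutral control and 100% = excess unlabeled competitor peptide PRC23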
MITF act = MITF TRPM1 promoter activation in melanoma cells; SK-MEL-5 TRPM1-promoter luciferase, 24 h; % of positive control, neutral wells = 0; actives 0.75% (n = 300,000); AID 588334; activation, % at 12.5 µM;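 active = mean activation of at least 80% with every replicate also reaching 80%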;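 also: 0% = neutral control wells and 100% = parthenolide positive control wells; values of inactives mirror those of a sister screen read the other way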
cardiac RTF act = cardiac RTF calcium sensitization | P19429+P45379 | actives 0.24% (n = 340,000) | IANBD-labeled TnC RTF fluorescence at EC20 calcium; 0% EC20 calcium, 100% full calcium | activation, % at 7.2 µM;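 active = activation above the mean over all tested compounds plus 3 SD, cut at about 30% in these data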;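 also: rise in fluorescence read as greater calcium sensitivity of cardiac thin filaments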
Wnt act = activators of Wnt/beta-catenin signaling | Wnt/beta-catenin reporter cell assay, activator, plate reader | activation, % at 9.35 µM | actives 1.2% (n = 300,000); in the data active = activation above about 30%, passing the limit was not always enough;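 also: 0% = neutral control wells and 100% = positive control wells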
V-ATPase pH = alters yeast V-ATPase proton transport. response, % at 10 µM. S. cerevisiae, pHLuorin cytosolic pH fluorescence. actives 0.37% (n = 350,000); in the data active = response mostly above about 7.3%, no sharp cut-off; inactive = mostly below about 5.4%; also: actives read high; inactives centre near 0; some compounds called inactive have numbers as strong as hits; reference of the scale not given here
Rtt109 HAT inh = C. albicans Rtt109 histone acetyltransferase inhibition | inhibition, % at 34.9 µM | Q5AAJ8 | purified Rtt109/Vps75, ThioGlo CoA-SH fluorescence, 4 h | actives 0.16% (n = 330,000);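 active = inhibition of at least 50% in every replicate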
Target sequence (Q5AAJ8 whole entry, looked up): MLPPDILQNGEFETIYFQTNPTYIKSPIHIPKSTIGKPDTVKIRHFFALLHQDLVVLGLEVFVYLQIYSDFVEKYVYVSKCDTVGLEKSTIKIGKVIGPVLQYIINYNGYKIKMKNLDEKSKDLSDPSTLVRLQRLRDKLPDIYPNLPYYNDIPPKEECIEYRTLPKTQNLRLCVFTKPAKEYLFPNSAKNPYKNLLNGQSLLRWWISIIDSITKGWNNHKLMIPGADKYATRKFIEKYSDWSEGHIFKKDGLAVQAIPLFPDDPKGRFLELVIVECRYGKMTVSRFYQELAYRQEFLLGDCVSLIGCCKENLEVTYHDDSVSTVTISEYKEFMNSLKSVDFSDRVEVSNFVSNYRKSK
CAL PDZ FP-2 = inhibitors of human CAL PDZ peptide binding; Q9HD26; purified CAL PDZ, TMR-peptide fluorescence polarization, 1 h; inhibition, % at 20 µM; actives 0.02% (n = 330,000); AID 504414;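 active = highest replicate inhibition of at least 40%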;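 also: plate controls were DMSO neutral control wells for no effect and unlabeled competitor peptide control wells for full effect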
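System: purified tagged CAL PDZ domain construct (CerCALP). Schedule: 1 h incubation at room temperature before polarization reading. Medium: 25 mM sodium phosphate pH 7.4, 150 mM NaCl, TCEP, IgG, Thesit. Read-out: percent inhibition from loss of millipolarization. Measured by: FP readout, S and P plane fluorescence. Probe or stimulus: fluorescent TMR peptide probe.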
CDK5 p35 inh = inhibitors of human CDK5/p35 kinase; Q00535+Q15078; Recombinant CDK5/p35, ADP-Glo luminescence, 60 min; inhibition, % at 10 µM; actives 0.01% (n = 330,000);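 active = highest replicate inhibition of at least 50% and at least 75% of replicates reaching 50%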;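 also: plate controls were DMSO neutral control for no effect and GW8510 at 10 µM for full effect; many of its hits are not listed in these tables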
Target sequence (Q00535 whole entry, looked up): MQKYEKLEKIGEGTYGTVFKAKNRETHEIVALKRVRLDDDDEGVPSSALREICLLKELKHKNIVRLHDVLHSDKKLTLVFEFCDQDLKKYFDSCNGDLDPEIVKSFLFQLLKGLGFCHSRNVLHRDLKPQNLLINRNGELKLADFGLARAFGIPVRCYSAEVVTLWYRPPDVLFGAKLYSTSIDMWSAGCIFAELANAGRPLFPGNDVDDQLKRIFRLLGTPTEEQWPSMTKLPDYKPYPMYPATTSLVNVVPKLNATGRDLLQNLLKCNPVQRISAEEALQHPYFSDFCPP
Target sequence (Q15078 whole entry, looked up): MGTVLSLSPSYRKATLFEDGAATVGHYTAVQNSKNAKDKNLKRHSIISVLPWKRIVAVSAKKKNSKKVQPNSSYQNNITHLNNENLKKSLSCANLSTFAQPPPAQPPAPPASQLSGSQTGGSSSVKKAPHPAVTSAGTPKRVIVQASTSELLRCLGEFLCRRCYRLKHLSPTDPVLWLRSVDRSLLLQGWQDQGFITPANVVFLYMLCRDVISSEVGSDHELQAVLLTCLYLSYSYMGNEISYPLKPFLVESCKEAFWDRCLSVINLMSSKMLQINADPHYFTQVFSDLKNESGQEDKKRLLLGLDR
Numbers without * were called inactive; x = not tested or not shown; & = joins results of further samples. Rows were taken by chance; 4.1% or so of the library scored in one or more.

SMILES	dFosB act	Tat transport	CAL PDZ FP-1	MITF act	cardiac RTF act	Wnt act	V-ATPase pH	Rtt109 HAT inh	CAL PDZ FP-2	CDK5 p35 inh
CC1CC(C)(C)N(C(=O)CN2C(=O)CCC2=O)c2ccccc21 (stereo unspecified)	-1	-1	16	3	-10	-3	-2	1	-0.7	-0.9
COc1cc(OC)cc(-c2c(-c3cccs3)c3cc(-c4ccc(SC)cc4)ccc3n2C)c1	0	-6	-1	-5	16	-2	1	-4	0.5	-1.2
Cc1cc(Cl)c(S(=O)(=O)Nc2ccc(Cl)cn2)cc1OCC(N)=O	-3	4	1	-2	3	x	-1	11	x	-1.1
CCc1ccc(C(=O)/C=C/Nc2ccc(S(=O)(=O)Nc3cnc4ccccc4n3)cc2)cc1	4&-5	6&0	-5&2	17&4	-3&0	1&-1	-18&0	3&16	0.6&-1.9	-0.8&0.2
O=C(c1ccco1)N1CCN(Cc2cc(=O)c(OCc3ccccc3)co2)CC1	-4	-6	-1	2	-1	-2	-4	33	-3.7	-1.1
O=C(COC(=O)C1CCCCC1)Nc1cc([N+](=O)[O-])ccc1F	-9	0	-2	7	1	-1	-1	2	0.0	-3.9
O=C(c1ccccn1)c1cc2ccccc2n1S(=O)(=O)c1ccccc1	-6	-2	0	12	2	28	0	7	-1.9	0.4
CCCC(C(=O)NC1CCCC1)N(Cc1ccccc1Cl)C(=O)c1snc(C(N)=O)c1N (stereo unspecified)	-14	-2	-1	13	-2	-1	-2	-4	-2.8	0.0
O=[N+]([O-])c1cccc(/C=N/n2cnnc2)c1	3	8	x	x	1	-5	0	-13	0.0	0.7
CC(C(=O)NCCN1CCOCC1)(c1ccccc1)c1ccccc1	5	1	-3	-8	-2	-2	-2	-13	1.3	1.0
Cc1ccc(S(=O)(=O)N(C)C)cc1NC(=O)COc1cccc(-n2cnnn2)c1	-2	3	-7	-4	-2	-3	-2	11	-0.3	-1.2
Cn1nc(NC(=O)C(C)(C)C)c2c(F)cccc21	-4	-4	x	-4	13	0	12*	-2	-0.9	-0.2
CCc1ccc2nc(N(CCCN(C)C)C(=O)c3ccc4c(c3)OCCO4)sc2c1	-11	-2	3	76	0	-2	-4	26	-5.6	0.6
CCOc1cc(OCC)cc(C(=O)Nc2cccc(C(C)=O)c2)c1	-7	-5	17	-3	-6	-2	2	2	-0.4	-0.3
CCCn1c(-c2cccs2)nc2ccccc21	-4	-2	-20	3	7	x	-1	-19	-0.2	1.4
COC(=O)c1cn(CC(=O)N2C(C)CCCC2C)c2ccccc12 (stereo unspecified)	-12	-6	-3	-2	2	x	-1	9	0.1	1.7
CCCCN(C)C(=O)CCC(=O)NNc1nc2ccccc2c2nc(C)nn12	-3	-2	-2	-6	-2	-2	-2	-5	-0.4	1.2
CC(c1nnc(SCC(=O)Nc2ccc3[nH]c(=O)[nH]c3c2)n1Cc1ccccc1)N(C)C (stereo unspecified)	-1	0	-4	x	-1	x	-7	5	x	-0.5
Cc1nc2nc(C)c(NS(=O)(=O)c3ccc(Cl)s3)c(=O)n2[nH]1	-2	0	-2	2	-5	-2	-1	-6	-2.4	-2.8
O=C1C2C3c4ccccc4C(c4ccccc43)C2C(=O)N1CN1CCOCC1 (stereo unspecified)	-1	-5	-2	5	-3	-1	1	1	-0.9	1.6
CC(C)COc1ccc(C(=O)Nc2ncn[nH]2)cc1	0	1	-2	20	-3	6	1	-4	1.1	0.3
C=CCSC(CC)(CC)C(N)=O	4	-4	2	2	1	2	-3	-4	0.2	1.4
O=S(=O)(N/N=C/c1ccc(N2CCOCC2)cc1)c1ccc(Br)cc1	2	-6	4	17	2	3	2	12	0.0	0.2
CCOC(=O)Cc1csc(NC(=O)c2cc(C)cc(C)c2)n1	-7	3	-1	3	4	-2	-3	7	0.1	4.4
COCCn1c(SCC(=O)NC2CCCCC2)nnc1-c1ccncc1	-3	10	-2	-5	2	-1	-4	15	-0.4	1.1
COc1ccccc1Nc1cc(C)nc2c(C)ccc([N+](=O)[O-])c12	-7	1	-2	1	-10	-1	-3	-1	-1.7	-0.4
CC(=O)N1CCCc2cc(S(=O)(=O)N3CCN(C4CCCCC4)CC3)ccc21	1	1	-7	-14	6	-1	-3	-4	x	2.2
CC(C)c1cc(C(=O)Nc2ccc3c(c2)OCO3)no1	-6	-2	x	10	3	25	1	4	-0.6	1.0
COc1ccc(-c2ccc3c(c2)C2CC3CCN2Cc2ccc(OC(F)(F)F)cc2)cc1 (stereo unspecified)	7	1	-3	-6	0	-1	0	-6	-0.3	-2.2
COc1cccc(C2c3cc4c(cc3OC(NNC(N)=O)C2C)OCO4)c1O (stereo unspecified)	-8	-1	-3	x	-5	-17	-1	7	-0.9	0.8

Compounds from the list above that have two or more sulfur atoms (2):
SMILES	dFosB act	Tat transport	CAL PDZ FP-1	MITF act	cardiac RTF act	Wnt act	V-ATPase pH	Rtt109 HAT inh	CAL PDZ FP-2	CDK5 p35 inh
COc1cc(OC)cc(-c2c(-c3cccs3)c3cc(-c4ccc(SC)cc4)ccc3n2C)c1	0	-6	-1	-5	16	-2	1	-4	0.5	-1.2
Cc1nc2nc(C)c(NS(=O)(=O)c3ccc(Cl)s3)c(=O)n2[nH]1	-2	0	-2	2	-5	-2	-1	-6	-2.4	-2.8

Remaining list, next part.
SMILES	dFosB act	Tat transport	CAL PDZ FP-1	MITF act	cardiac RTF act	Wnt act	V-ATPase pH	Rtt109 HAT inh	CAL PDZ FP-2	CDK5 p35 inh
CC(=O)Nc1ccc(C(=O)OCC(=O)N(c2ccccc2)C2CCS(=O)(=O)C2)cc1 (stereo unspecified)	-3	0	-1	-12	-5	-1	0	-2	-0.4	-0.1
COc1ccc(/C=C/C(=O)c2cc(F)ccc2OC(=O)c2ccccc2OC)cc1OC	-13	2	-4	-50	2	0	1	-2	-3.1	-0.7
OCCC1CN(Cc2ccccc2-c2ccco2)CCN1Cc1ccsc1 (stereo unspecified)	-3	-6	7	-8	-1	2	3	2	0.5	1.8
O=C(COC(=O)c1cnc(Cl)c(Cl)c1)Nc1cccc(S(=O)(=O)N2CCOCC2)c1	-9	-7	-1	-14	4	-3	1	-2	-1.1	-3.8
O=C(Nc1ccc2c(c1)CCCN2C(=O)c1cccs1)c1ccccc1	3	-1	1	29	-3	4	-2	7	0.3	-0.2
CC(C)n1ncc2c(C(=O)N3CCN(c4ccc(F)cc4)CC3)cc(-c3ccccc3)nc21	-7	1	3	-4	-2	-2	-3	-13	-1.2	0.2
O=C(CSc1nnc(Nc2ccccc2F)s1)NCC1CCCO1 (stereo unspecified)	2	4	x	15	-3	1	2	1	-0.2	0.6
CC(C)CC(=O)Nc1nnc(SCC(=O)NCc2ccco2)s1	1	1	-1	14	2	1	2	-12	0.6	-1.2
CCN1CCCC1CNC(=O)CSCc1nc(-c2ccccc2C)oc1C (stereo unspecified)	3	12	-2	x	1	x	0	0	-1.4	-0.8
O=C(CN1C(=O)c2ccccc2C1=O)NCC(=O)Nc1ccccc1	-1	-10	-4	12	-7	1	4	-7	-0.3	-3.6
O=C(N/N=C/c1ccccc1Cl)C1CC1	-1	13	-2	-13	-1	2	-4	-6	-3.2	-1.3
COC(=O)CC1(C(=O)OC)Oc2ccc(Br)cc2C(=O)N1c1cc(Cl)cc(Cl)c1 (stereo unspecified)	-8	6	-1	x	0	3	6	3	-1.2	2.5
COc1ccc(C)cc1NC(=S)NN1CCN(C)CC1	5	-4	0	3	-3	1	-1	-4	0.5	-0.1
O=C(NC(Cc1ccccc1)C(=O)O)/C(=C/c1ccccc1)NC(=O)c1ccccc1 (stereo unspecified)	6	1	3	10	-2	-4	2	-1	-1.2	2.7
CCOc1ccc(S(=O)(=O)N2CCc3cc(OC)c(OC)cc3C2)cc1	5	11	-9	4	-6	1	-2	19	0.1	-2.8
Cc1cc(C)cc(C(=O)Nc2nnc(SCC(=O)N3CCCc4ccccc43)s2)c1	-2	0	-4	6	-1	-2	-4	-1	-3.5	1.3
Clc1ccc(C2CC(c3cccs3)n3ncnc3N2)cc1Cl (stereo unspecified)	-2	-1	0	-12	-6	-3	-1	-12	-0.6	-0.3
CC(C)c1nnc(NC(=O)C2CCN(C(=O)c3ccco3)CC2)s1	-2	4	-5	-3	-1	0	0	1	-1.6	-0.8
Cc1ccc(CNC(=O)C2CCCN(S(=O)(=O)c3ccc(-n4cnnn4)cc3)C2)cc1 (stereo unspecified)	-1	-2	-4	-4	-2	-2	0	4	-3.2	2.7
COC(=O)c1c(N)nc(C)n1-c1ccc(OC)cc1	-3	0	-5	-3	-3	-2	0	4	-0.5	0.3
COc1ccc(Cl)c(Cn2c(NCCCN(C)C)nc3c2c(=O)n(C)c(=O)n3C)c1	8	-3	-5	-3	-1	x	-1	5	0.6	-0.3
Cc1ccc(N2CC(C(=O)OCC(=O)c3ccc(C)c([N+](=O)[O-])c3)CC2=O)cc1 (stereo unspecified)	-6	-8	2	-3	2	0	0	-2	-1.3	0.4
CC(C(O)c1cc(=O)c(OCc2ccccc2)co1)[N+](=O)[O-] (stereo unspecified)	-4	-6	-4	-4	2	16	1	4	-0.7	1.0
S=c1[nH]nc(-c2cc(-c3ccccc3)n[nH]2)n1/N=C/c1cccs1	4	0	-4	x	-7	4	3	-7	-0.3	2.9
O=C(O)c1nnn(-c2ccc([N+](=O)[O-])cc2)c1-c1ccccc1	-6	6	1	x	-1	1	-1	-19	1.4	0.7
CCSC1=N/C(=C\c2ccc(-c3ccccc3[N+](=O)[O-])o2)C(=O)S1	-15	-1	-6	-5	5	x	0	-5	1.8	0.7
C#Cc1cccc(NC(=O)CSc2nnc(-c3ccc(C(F)(F)F)cn3)o2)c1	-5	17	-5	x	-1	15	3	-19	-0.3	-0.8
CN1CCC(=O)N(CCSc2ccccc2)CC1	1	-4	-1	54	2	6	0	-2	-0.8	0.1
C[C@@H]1CN(S(=O)(=O)c2c(F)cccc2F)CCN1S(=O)(=O)c1ccc2c(c1)OCCO2	2	1	-2	16	-3	-3	1	0	0.6	0.0
O=C1CC(c2ccc(O)c(O)c2)Oc2cc(O)cc(O)c21 (stereo unspecified)	0	7	-4	14	3	-1	-3	4	0.1	4.5
COc1ccc2c(c1OC)C(=O)N1C2SC[C@H]1C(=O)NC1CC1 (stereo partly specified)	0	3	-1	-6	-3	-1	-1	29	0.5	2.7
CCOC(=O)C(=O)Nc1nnc(COc2ccccc2)s1	-7	4	-2	9	23	0	3	5	-1.8	0.6
Cc1occc1-c1nnc(SCC(=O)c2ccc3c(c2)OCCO3)n1CC1CCCO1 (stereo unspecified)	-12	-5	0	2	1	1	-1	1	-3.9	1.7
Cc1nc2c(-c3ccccc3)c[nH]n2c(=O)c1Cc1ccccc1	-5	18	3	20	7	6	3	1	-1.4	-4.9
CCC[C@@H]1CCCO[C@@](C(=O)NCCN2CCOCC2)(C(F)(F)F)C1	1	-2	-5	6	4	-1	-1	-8	0.0	-0.2
COc1ccc(C(=O)Nc2ccccc2C(=O)N/N=C/c2ccc(O)c(OC)c2)cc1	6	-2	-7	-72	-1	-6	-4	0	-1.0	21
CCOC(=O)c1cccc(NC(=O)Nc2cc(OC)ccc2OC)c1	-11	-14	-4	1	-3	-5	-2	-5	0.4	0.6
